Screening data (PubChem BioAssay)
TWEAK Fn14 block = inhibitors of TWEAK-Fn14 signaling, primary screen, luciferase reporter cells, uHTS; TWEAK-stimulated Fn14 reporter cells, luciferase luminescence, 8 h; inhibition, % at 10 µM; actives 2% (n = 360,000); AID 1159606, 2016; in the data active = inhibition above about 50%
CF NFkB inh = inhibitors of PAF-induced NF-kB signaling, primary screen, cell-based, GFP fluorescence, uHTS. KKLEB NF-kB-GFP reporter, GFP fluorescence overnight. actives 0.86% (n = 360,000). inhibition, % at 5 µM. AID 588850, 2011;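 active = at least 50% inhibition at 5 µM, scaled per plate between neutral and stimulator controls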;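 note: PAF is a Pseudomonas aeruginosa culture filtrate used as stimulus; plate controls were PAF-stimulated DMSO wells for no effect and unstimulated DMSO wells for full effect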
NR2E3 ag-1 = NR2E3 agonists in two-hybrid cells, primary screen, cell-based, luminescence, CHO-S, Gal4-NCOR/VP16-NR2E3. inhibition of corepressor binding, % at 3.98 µM. luciferase. actives 0.35% (n = 360,000). AID 602229, 2012;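 active = inhibition above the mean of all tested compounds plus 3 SD, cut at about 70% in these data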;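 note: 0% = DMSO with NR2E3 transfected cells and 100% = cells lacking NR2E3 construct; higher means lower luciferase signal from less NR2E3 corepressor binding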
Target sequence (Q9Y5X4 whole entry, looked up, the tested form may be a part): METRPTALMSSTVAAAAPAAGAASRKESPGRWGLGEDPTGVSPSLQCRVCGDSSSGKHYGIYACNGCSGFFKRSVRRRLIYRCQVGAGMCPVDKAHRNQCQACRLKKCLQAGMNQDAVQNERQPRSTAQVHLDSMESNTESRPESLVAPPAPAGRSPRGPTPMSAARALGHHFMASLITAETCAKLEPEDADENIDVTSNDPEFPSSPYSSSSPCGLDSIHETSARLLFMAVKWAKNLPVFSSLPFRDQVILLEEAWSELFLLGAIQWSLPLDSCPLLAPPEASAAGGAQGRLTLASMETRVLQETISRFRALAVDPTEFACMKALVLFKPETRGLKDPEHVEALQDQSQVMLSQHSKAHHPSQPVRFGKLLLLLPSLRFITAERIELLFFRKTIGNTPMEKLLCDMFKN
TRAIL sens C8 = viability loss with TRAIL in NB7+C8 cells, primary screen, TRAIL sensitizer project, cell-based, ATPlite luminescence; inhibition (viability loss, TRAIL sensitization), % at 10 µM; actives 1% (n = 360,000);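 active = compounds causing at least 50% loss of cell viability in the single-dose screen, relative to plate controls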
NR2E3 ag-2 = inhibitors of NR2E3-RetCOR corepressor binding, primary screen, NR2E3 agonist project, biochemical, TR-FRET, GST-NR2E3, biotin-RetCOR. inhibition of corepressor binding, % at 4.78 µM. 1536-well. AID 2300, 2010. actives 0.12% (n = 320,000). Photoreceptor-specific nuclear receptor (Homo sapiens), Q9Y5X4;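 active = percent inhibition above the cutoff of mean plus 3 SD of all tested compounds, set per screening campaign, cut at about 20% in these data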;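 note: 0% = DMSO wells and 100% = biotin wells as full block of FRET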
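Material – GST-tagged NR2E3 plus biotinylated RetCOR corepressor · Quantity – NR2E3 fusion 1.35 nM · Times – 5 h incubation at 4 °C · Medium – pH 7.5 Tris-based buffer · Technique – TR-FRET, Eu(K)-anti-GST donor, streptavidin-D2 acceptor, ex 340, em 617/671 nm · Benchmarks – high control biotin, low control 0.6% DMSO · Format – 1536-well plates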
KKLEB cytotox = cytotoxicity in KKLEB CF airway cells, primary screen, cytotoxicity control for CF NF-kB inhibitor project, cell-based, uHTS, fluorescence assay plates; KKLEB CF airway cells viability, ATPlite luminescence, overnight; hits give low values; cells stimulated with P. aeruginosa culture filtrate; activity change (cytotoxicity), % at 5 µM; actives 0.36% (n = 360,000); AID 602141, 2011;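 active = corrected activity change at or below -50% at 5 µM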
Shn3 inh set2 = reduction of Shn3 3'UTR firefly luciferase signal, primary screen, Schnurri-3 inhibitor project, cell-based, Clone20 osteoblasts, set 2; AID 588674, 2011; actives 0.52% (n = 360,000); inhibition, % at 12.5 µM; Clone20 osteoblast Shn3 3'UTR firefly luciferase, 24 h;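 active = mean inhibition of at least 75% with every replicate also reaching 75%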;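 note: 0% = median of neutral control wells and 100% = pilot-screen positive control compound; some compounds past the cut are filed as inactive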
Peg3 prom inh = Peg3 promoter-driven luciferase inhibitors, primary screen, cell-based, HeLa, luciferase luminescence; HeLa PEG-Prom luciferase reporter, overnight; inhibition, % at 20 µM; actives 1.7% (n = 360,000); AID 588405, 2011;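 active = inhibition of at least 50% at 20 µM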
MITF TRPM1 inh = inhibitors of MITF-dependent TRPM1 promoter reporter, primary screen, cell-based, SK-MEL-5, single point, luciferase. inhibition, % at 12.5 µM. AID 488899, 2010. SK-MEL-5 TRPM1 promoter luciferase, 24 h. actives 0.83% (n = 330,000);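 active = mean inhibition across replicates of 60% or more, whatever share of single replicates reaches that level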; note: values of inactives mirror those of a sister screen read the other way
TROY NFkB inh = inhibitors of TROY-driven NF-kB signaling, primary screen, Q293 LMP1-TROYcd cells, NF-kB luciferase, uHTS | Q293 LMP1-TROYcd NF-kB luciferase reporter, 4 h | inhibition, % at 10 µM | AID 1347056, 2019 | actives 0.98% (n = 360,000);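 active = compounds whose plate-normalised and pattern-corrected inhibition of the luciferase reporter signal at the single screening dose is 50% or more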
HIF-2a block = HIF-2a reporter inhibitors, primary screen, luminescence, 786-0 RCC cells. 786-0 RCC cells HIF-2a reporter, luciferase luminescence, overnight. inhibition, % at 18.8 µM. actives 0.72% (n = 360,000);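 active = inhibition of the luminescence signal of 40% or more relative to plate controls, in a single-dose primary screen at 18.75 µM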
The depositor's hits bear a star; . = no result given. A portion of the library (hit frequency here may not be typical).

SMILES | TWEAK Fn14 block | CF NFkB inh | NR2E3 ag-1 | TRAIL sens C8 | NR2E3 ag-2 | KKLEB cytotox | Shn3 inh set2 | Peg3 prom inh | MITF TRPM1 inh | TROY NFkB inh | HIF-2a block
CCOC(=O)c1ccc(NC(=O)CSc2nc(NC(=O)c3ccccc3)c3c(C)c(C)oc3n2)cc1 | 46 | 4 | -3 | 1 | 3 | -14 | 27 | 20 | 3 | 22 | 19
C/C(=N\OC(=O)Nc1ccccc1)c1cnn(-c2cc(C(F)(F)F)cc(C)n2)c1C | -1 | -26 | 8 | 4 | 0 | -12 | -53 | -1 | -1 | -39 | 4
C#Cc1ccc([C@H]2C=C(C(=O)NC3CC3)O[C@@H](OCC)[C@@H]2CCCO)cc1 | 12 | 3 | -8 | -4 | 4 | 10 | 14 | 0 | -11 | -11 | 8
O=S(=O)(N/N=C\c1ccc(-c2ccccc2Cl)o1)c1ccccc1 | -7 | -23 | -20 | 4 | 2 | 15 | 5 | -14 | 10 | -37 | -15
CCOc1cc(/C=N/NC(=O)c2ccc(=O)n(C)c2)ccc1O | 4 | 8 | -14 | -1 | 0 | 15 | -2 | 2 | 4 | -29 | 6
O=C(COC(=O)CCc1nc2ccccc2s1)Nc1ccc(S(=O)(=O)N2CCOCC2)cc1 | -8 | -17 | 3 | 4 | 0 | 5 | -5 | 2 | -14 | 3 | 6
CCOC(=O)c1c(C2CC2)csc1NC(=O)COC(=O)c1cc(OC)c(OC)cc1[N+](=O)[O-] | -7 | -1 | -28 | 2 | 0 | -7 | -9 | 18 | -7 | -14 | 17
Cc1cc(C)n(S(=O)(=O)c2ccc(Cl)cc2)n1 | 7 | -9 | -18 | -6 | 0 | 16 | -29 | 8 | 0 | 0 | 26
COC(=O)c1cc(Br)c(=O)n(CCN(C(C)C)C(C)C)c1 | -8 | 11 | 8 | -2 | 0 | -6 | -1 | -5 | 11 | -17 | 13
CCCN(CCC)C(=O)c1ccc2c(c1)S(=O)(=O)c1ccccc1C2=O | 0 | -21 | -13 | 5 | -2 | -2 | -2 | 25 | 14 | -1 | 16
Cc1ccc(NC(=O)C2CCN(S(=O)(=O)c3c(C)[nH]c(=O)[nH]c3=O)CC2)cc1 | -6 | 1 | -1 | -9 | -1 | -12 | -1 | 1 | 9 | 5 | 6
CCCc1cc(=O)[nH]c(SCC(=O)NCC2COc3ccccc3O2)n1 (stereo not given) | -2 | -5 | 5 | -12 | 3 | 3 | -6 | -2 | -2 | 7 | 9
CCc1nnc(NC(=O)CC(CN(C)S(=O)(=O)c2ccccc2)c2ccccc2)s1 (stereo not given) | -10 | 24 | -19 | 0 | 4 | -4 | 25 | 13 | 10 | 7 | 11
C=CCNC(=O)CC12CC3CC(C1)CC(CC(=O)NCC=C)(C3)C2 | 5 | -10 | -2 | 1 | 1 | -5 | 0 | 13 | 5 | -7 | 15
COCCCNc1nc2ccccc2nc1NS(=O)(=O)c1ccccc1 | -3 | -1 | -8 | -1 | 4 | 16 | 9 | 8 | 9 | 7 | 5
O=C1c2cccnc2C(=O)N1Cc1ccc(S(=O)(=O)NCc2ccco2)s1 | 13 | 7 | -4 | -4 | 1 | -4 | -7 | 3 | 6 | -4 | 0
Cc1onc(-c2ccccc2Cl)c1C(=O)OCC(=O)N1CCCCC1 | -37 | 3 | -35 | -14 | . | 0 | 1 | -2 | 4 | -14 | -2
COCCOc1cc(NC(=O)c2ccccc2)c(Cl)cc1Cl | -15 | 1 | -12 | 1 | 1 | 4 | 9 | -27 | -7 | -6 | -9
COc1ccc(NC(=O)COC(=O)[C@@H]2CCCN2C(=O)c2cccs2)cc1 | -12 | 4 | -10 | 3 | -4 | 9 | 4 | 0 | 6 | -8 | 8
O=C(NCCO)c1cccc(Cl)c1 | 8 | 3 | -5 | -9 | 3 | -1 | 10 | 16 | 12 | 6 | 16
CCOc1ccc(NC(=O)CCc2nnc3ccc(N4CCN(C)CC4)nn23)cc1 | 11 | -20 | 13 | -10 | 3 | 6 | -5 | -16 | 6 | -9 | 12
CCOC(=O)N/N=C\c1cccc(OC)c1 | -9 | 1 | -22 | 2 | 1 | 0 | 3 | -82 | -21 | -41 | -89
CCS(=O)(=O)C1=NSC2=NC(=O)/C(=C\c3ccc(OS(=O)(=O)c4ccccc4)cc3)C(=N)N21 | -12 | 1 | -19 | -1 | -2 | 9 | -18 | -23 | 11 | -41 | -15
O=S(=O)(Nc1cccnc1)c1cccnc1 | 11 | -6 | 11 | -6 | . | -7 | 12 | -50 | 6 | 1 | 7
COc1ccc(C2SC[C@@H](C(=O)O)N2C(C)=O)cc1 (stereo not given in full) | 8 | -4 | -2 | 0 | 2 | 4 | -7 | 13 | -7 | 18 | 15
COC(=O)c1ccc(OC(=O)CCN2C(=O)C3C4c5ccccc5C(c5ccccc54)C3C2=O)cc1 (stereo not given) | 16 | -8 | 0 | 5 | 2 | 4 | -4 | 1 | -3 | -2 | -2
COC(=O)CCc1c(C)c(C(=O)c2cc(OC)c(OC)c(OC)c2)c2ccccn12 | -3 | -6 | -7 | 21 | -2 | -3 | 7 | 9 | 27 | -16 | 0
COc1ccc(OC)c(Nc2c3c(nc4ccccc24)CCC3)c1 | -32 | 20 | -16 | 20 | 4 | -7 | 72 | 8 | 26 | 6 | 29
CCCCNC(=O)N1CCOCCOCCN(C(=O)NCCCC)CCOCCOCC1 | 6 | 0 | 4 | -7 | 1 | -4 | -3 | 10 | 4 | 12 | 16
Cc1ccc(C)c(NS(=O)(=O)c2cc(C(=O)Nc3ccccc3-c3ccccc3)ccc2C)c1 | 1 | 10 | 11 | 8 | -2 | -3 | 26 | 28 | 4 | 8 | 16

An excerpt from above in order of molecular weight, largest number first.
SMILES | TWEAK Fn14 block | CF NFkB inh | NR2E3 ag-1 | TRAIL sens C8 | NR2E3 ag-2 | KKLEB cytotox | Shn3 inh set2 | Peg3 prom inh | MITF TRPM1 inh | TROY NFkB inh | HIF-2a block
Cc1ccc(C)c(NS(=O)(=O)c2cc(C(=O)Nc3ccccc3-c3ccccc3)ccc2C)c1 | 1 | 10 | 11 | 8 | -2 | -3 | 26 | 28 | 4 | 8 | 16
COc1ccc(C2SC[C@@H](C(=O)O)N2C(C)=O)cc1 (stereo not given in full) | 8 | -4 | -2 | 0 | 2 | 4 | -7 | 13 | -7 | 18 | 15
CCOC(=O)N/N=C\c1cccc(OC)c1 | -9 | 1 | -22 | 2 | 1 | 0 | 3 | -82 | -21 | -41 | -89
O=C(NCCO)c1cccc(Cl)c1 | 8 | 3 | -5 | -9 | 3 | -1 | 10 | 16 | 12 | 6 | 16

Later entries.
SMILES | TWEAK Fn14 block | CF NFkB inh | NR2E3 ag-1 | TRAIL sens C8 | NR2E3 ag-2 | KKLEB cytotox | Shn3 inh set2 | Peg3 prom inh | MITF TRPM1 inh | TROY NFkB inh | HIF-2a block
C=C(C)CN(CC)c1ccc(N2C(=O)CCCC2=O)cc1[N+](=O)[O-] | 25 | 4 | -2 | -5 | -2 | -3 | 11 | 3 | 9 | 8 | 16
CCc1nc2ccc(C(=O)NC3CCN(C)CC3)cn2c1N(C)CCC(C)C | -18 | -20 | -5 | 12 | . | -7 | -6 | -4 | . | 11 | -5
COc1ccc(/C=C(\C#N)C(=O)OCC(=O)Nc2c(C)cccc2C(C)C)cc1 | 3 | -10 | -12 | -20 | 1 | 13 | -20 | 2 | 17 | 3 | 11
Cc1cccc(C)c1NC(=O)NCc1ccco1 | 18 | -5 | -8 | 3 | -2 | -6 | 10 | -1 | -5 | -2 | 16
CN(C(=O)c1cccc(NC(=O)Cc2ccc(NC(=O)C3CCN(C(=O)C4CCC4)CC3)cc2)c1)C1CCCC1 | 1 | 7 | -1 | 4 | . | -4 | -10 | 6 | 4 | -10 | 5
COc1ccc([N+](=O)[O-])cc1N(CC(O)CN(CC(C)C)CC(C)C)S(=O)(=O)c1ccc(C)cc1 (stereo not given) | -8 | -5 | 17 | 12 | 1 | 3 | 15 | 1 | -16 | 11 | 15
COc1cc(NC(=O)CN2C(=O)C(=O)N(CC(C)C)C2=O)cc(OC)c1 | -11 | -16 | -12 | -8 | . | -8 | -37 | -5 | 14 | 1 | -3
CC1CN(C(=O)CN2C(=O)c3ccccc3S2(=O)=O)CC(C)O1 (stereo not given) | 3 | -5 | -12 | 24 | -2 | 6 | 6 | 27 | 5 | -46 | -17
CN(C)S(=O)(=O)N1CCC(Oc2ccc(C(=O)NC3Cc4ccccc4C3)cc2)CC1 | 52* | -16 | -33 | 31 | 1 | 2 | 21 | -120 | 4 | 27 | -129
CC(C)c1nc2cc(C(=O)N3CCNC(=O)C3c3cccc(F)c3)ccc2o1 (stereo not given) | -37 | 7 | -18 | 10 | -1 | 14 | -17 | -20 | -1 | -17 | -37
NS(=O)(=O)c1cccc(NS(=O)(=O)c2ccc3ccccc3c2)c1 | -2 | -12 | 25 | -6 | 4 | 1 | 3 | 10 | 5 | 9 | 23
CC1C(=O)N(Cc2cn(CCC3OCCO3)nn2)CCS(=O)(=O)N1Cc1ccc(-c2ccc(F)nc2)cc1 (stereo not given) | -50 | -27 | -35 | -17 | . | 17 | 1 | 0 | . | 5 | 10
C=CCN(CC=C)C(=O)CN1C(=O)NC(C)(c2ccc3cc(OC)ccc3c2)C1=O (stereo not given) | -10 | -19 | 7 | 23 | -2 | -5 | -19 | 24 | 10 | -8 | 30
C#CC1(O)CCC2C3CCC4=Cc5oncc5CC4(C)C3CCC21C (stereo not given) | -33 | 19 | 40 | 30 | . | -5 | 60 | 34 | . | 31 | 14
Cc1cccc(CN2C(=O)[C@H]3Cc4c([nH]c5ccccc45)C(C)(C)N3C2=O)c1 | 48 | -11 | 18 | -6 | 2 | -1 | 0 | 60* | 19 | 12 | 24
Cc1c(Cl)cccc1NC(=O)COC(=O)Cn1cnc2c1c(=O)n(C)c(=O)n2C | -9 | 5 | -15 | -5 | -1 | 13 | -28 | -2 | 1 | -10 | 9
Cc1nn(Cc2ccc(C(=O)Nc3ccc(C(=O)OC(C)C)cc3)o2)c(C)c1Cl | 26 | 11 | -28 | 11 | 2 | -4 | 21 | 20 | 13 | 14 | 5
COc1ccc(-c2c(-c3cc(OC)cc(OC)c3)n(C)c3ccc(-c4ccn[nH]4)cc23)cc1 | -34 | 28 | 5 | -12 | 1 | -22 | -2 | 20 | 0 | -13 | 14
